# ERG-DNA inh = qHTS for Small Molecule Inhibitors of the ERG Ets/DNA interaction | Transcriptional regulator ERG (Homo sapiens), P11308 | fluorescence polarization, His-ERG Ets domain / labelled DNA | Potency, µM (series often up to 76.9 µM), without a hit: at the top dose FP activity, negative = inhibition, usual class: inhibitors | 370,000 tested, 0.028% active; active = well fitted inhibition curve with a large enough effect in the polarisation, with a control signal flat; inconclusive = small, poorly fitted or top-dose-only effect, or effect the other way, or a change in a side signal; inactive = no such curve, though single readings can be large or run the other way; the % refers to the polarisation;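 also: polarization taken with two DNA probes labelled with fluorescein and Texas red; potency is read from the fitted curve at half-maximal effect; % of control where 0% means no effect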
#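 His-tagged ERG Ets domain (1 uM in the protein solution; 300mM KCl, 50mM Tris-HCl, 1mM EDTA, 1mM DTT, pH 7.5) received compound, then a probe mix of 5 nM fluorescein-DNA and 100nM Texas-615-DNA. Fluorescence polarization was read for both dyes.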
# G9a inh = qHTS Assay for Inhibitors of Histone Lysine Methyltransferase G9a; Histone-lysine N-methyltransferase EHMT2 (Homo sapiens), Q96KQ7; G9a H3K9 monomethylation, AlphaScreen, 2 h; Potency, µM (series often up to 102 µM), without a hit: at the highest dose activity, negative = inhibition, usual class: inhibitors; 350,000 tested, 8.8% active; also: potency is read from the fitted curve at half-maximal effect; % is scaled to controls: 0 for no effect and ±100 for the full control effect; nearly all actives have a fitted effect of over 75% in size
#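 Compounds were preincubated with 20 nM G9a for 15 min, after which biotinylated H3K9 peptide (500 nM) and SAM (20 uM) started a 2 h room-temperature reaction. Monomethylated product was quantified by antibody-based AlphaScreen chemiluminescence.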
# GLS inh = qHTS for Inhibitors of Glutaminase (GLS) | Glutaminase kidney isoform, mitochondrial (Homo sapiens), O94925 | Potency, µM (highest dose often 45.5 µM), for the others: at the highest dose activity change, negative = inhibition, most hits filed as inhibitors | GLS enzymatic activity, qHTS titration | 410,000 tested, 0.21% active; also: potency is read from the fitted curve at half-maximal effect; % is scaled to controls: 0 for no effect and ±100 for the full control effect
# Target sequence (O94925 whole entry, looked up, canonical isoform): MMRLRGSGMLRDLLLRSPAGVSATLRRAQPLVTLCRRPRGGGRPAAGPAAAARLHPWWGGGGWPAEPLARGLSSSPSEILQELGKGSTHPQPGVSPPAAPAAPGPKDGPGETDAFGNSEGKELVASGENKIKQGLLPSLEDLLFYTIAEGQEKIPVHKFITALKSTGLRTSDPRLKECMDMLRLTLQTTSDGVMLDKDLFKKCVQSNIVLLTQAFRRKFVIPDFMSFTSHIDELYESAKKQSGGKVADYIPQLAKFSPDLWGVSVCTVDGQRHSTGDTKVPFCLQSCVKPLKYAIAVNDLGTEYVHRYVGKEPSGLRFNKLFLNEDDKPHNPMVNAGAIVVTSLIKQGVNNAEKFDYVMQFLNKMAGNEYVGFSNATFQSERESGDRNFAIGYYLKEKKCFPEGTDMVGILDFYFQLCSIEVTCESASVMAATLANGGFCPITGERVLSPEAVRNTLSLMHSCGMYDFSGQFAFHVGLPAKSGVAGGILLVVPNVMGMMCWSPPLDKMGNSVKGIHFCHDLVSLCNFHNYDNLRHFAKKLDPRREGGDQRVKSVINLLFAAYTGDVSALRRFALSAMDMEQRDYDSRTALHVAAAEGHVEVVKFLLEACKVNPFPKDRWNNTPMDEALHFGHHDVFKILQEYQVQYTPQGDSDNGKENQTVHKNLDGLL
#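 Human kidney-isoform GLS in 45 mM KH2PO4 pH 8.2, 0.02% Tween-20, with compound, started with 1mM L-Glutamine (added stock). Glutamate oxidase/HRP/Amplex red coupled fluorescence read at start and after 30 min at RT.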
# RGS4 inh = Inhibitors of Regulator of G Protein Signaling (RGS) 4: qHTS. Regulator of G-protein signaling 4 (Homo sapiens), P49798. Transcreener GDP fluorescence polarization, RGS4-accelerated GTP hydrolysis. Potency, µM (highest dose often 114 µM), for inactives: top-dose activity change, negative = inhibition, actives largely listed as inhibitors. 390,000 tested, 0.039% active. AID 504845, 2011; also: potency is read from the fitted curve at half-maximal effect; % is scaled to controls: 0 for no effect and ±100 for the full control effect; nearly all actives have a fitted effect of over 75% in size; some results filed as inactive show a strong effect at the top dose
# Target sequence (P49798 whole entry, looked up): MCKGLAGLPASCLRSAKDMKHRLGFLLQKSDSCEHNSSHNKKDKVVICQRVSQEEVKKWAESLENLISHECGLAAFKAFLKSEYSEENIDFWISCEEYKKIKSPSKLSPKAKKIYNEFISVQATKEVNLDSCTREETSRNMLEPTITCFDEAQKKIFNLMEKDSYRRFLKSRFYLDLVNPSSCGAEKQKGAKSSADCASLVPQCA
#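 MLSMR compounds (23 nl, pin-transferred) preincubated 10 min at room temperature with a 500nM (2x) first reagent, then RGS4 at 900nM (2x) plus Transcreener GDP mix added; fluorescence polarization (620/688 nm) read before and after 90 min at 30 °C.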
# PI4K2A block = qHTS for small molecular inhibitors of PI4K2A | Phosphatidylinositol 4-kinase type 2-alpha (Homo sapiens), Q9BTU6 | purified PI4K2A, ADP-Glo luminescence, 1 h; stronger effect = lower value | activity change, negative = inhibition, % at 76.9 µM | 420,000 tested, 0.13% active | AID 1346378, 2018; in the data active = activity change below about -50%; inconclusive = mostly about -30% to -49%;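 also: -100% = wells without enzyme as full effect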
#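 Compounds are screened against recombinant PI4K2A using PI as substrate and ATP, the latter dispensed at 300 microM. Reactions run one hour at ambient temperature before ADP-Glo detection; full inhibition defined by wells lacking enzyme.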
# ALOX12 inh = Primary qHTS assay for inhibitors of human arachidonate 12S-lipoxygenase (ALOX12): Round 2 | Polyunsaturated fatty acid lipoxygenase ALOX12 (Homo sapiens), P18054 | purified 12hLO, xylenol orange hydroperoxide absorbance | Potency, µM (doses to about 108 µM), for the others: at the highest dose activity change, negative = inhibition, hits mostly inhibitors | 580,000 tested, 1.1% active; also: potency is read from the fitted curve at half-maximal effect; % is scaled to controls: 0 for no effect and ±100 for the full control effect
#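 Purified human 12hLO at 150 nM in 25 mM Hepes, 0.01% Triton X-100, pH 7.0, preincubated 15 min at room temperature with compound. Reaction started with 40 uM arachidonic acid, 30 min at room temperature. Hydroperoxide measured by Fe-xylenol orange, 573/405 nm absorbance ratio.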
# BAZ2B inh = qHTS Assay for Inhibitors of BAZ2B. AlphaScreen BAZ2B-H3K14Ac peptide displacement. Bromodomain adjacent to zinc finger domain protein 2B (Homo sapiens), Q9UIF8. Potency, µM (top dose mostly 114 µM), for inactives: top-dose activity change, negative = inhibition, most hits filed as inhibitors. 360,000 tested, 4.4% active; also: potency is read from the fitted curve at half-maximal effect; % is scaled to controls: 0 for no effect and ±100 for the full control effect; nearly all actives have a fitted effect of over 60% in size
#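 AlphaScreen displacement of biotin-H3(5-23)K14Ac peptide (50 nM final) from BAZ2B (50 nM final) in PBS pH 7.4, 0.01% Tween-20; complex preformed 30 min RT, then compounds (top 110 uM) 30 min RT, beads 20 min dark.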
# HP1b binding inh = HTS for Inhibitors of HP1-beta Chromodomain Interactions with Methylated Histone Tails. AlphaScreen HP1-beta / biotin-H3K9me3 peptide binding. Potency, µM (top dose mostly 114 µM), without a hit: at the highest dose activity change, negative = inhibition, actives largely listed as inhibitors. 390,000 tested, 0.56% active. AID 540317, 2011; also: potency is read from the fitted curve at half-maximal effect; nearly all actives have a fitted effect of over 70% in size; inactives centre near 23
# Target sequence (P83916 whole entry, looked up): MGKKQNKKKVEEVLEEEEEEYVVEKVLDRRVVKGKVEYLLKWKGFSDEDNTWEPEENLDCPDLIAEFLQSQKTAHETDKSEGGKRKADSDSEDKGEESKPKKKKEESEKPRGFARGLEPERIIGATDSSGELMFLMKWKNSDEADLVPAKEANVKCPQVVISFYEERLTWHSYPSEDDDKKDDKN
#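 AlphaScreen: HP1-beta (50 nM) preformed 30 min with biotin-H3(1-18)K9me3 peptide (50 nM) in PBS pH 7.4, 0.01% Tween-20. Compound added for 30 min at RT, then streptavidin donor/nickel chelate acceptor beads (10 ug/mL) for 30 min.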
# JMJD2A Tudor inh = qHTS Assay for Inhibitors of JMJD2A-Tudor Domain. Potency, µM (highest dose often 114 µM), for the others: at the top dose activity change, negative = inhibition, actives largely listed as inhibitors. 390,000 tested, 4.4% active. AlphaScreen JMJD2A-Tudor / H3K4me3 peptide binding. Lysine-specific demethylase 4A (Homo sapiens), O75164. AID 504339, 2011; also: potency is read from the fitted curve at half-maximal effect; % is scaled to controls: 0 for no effect and ±100 for the full control effect; nearly all actives have a fitted effect of over 50% in size
# Starred values were filed as active, the others as inactive; i = inactive; ? = inconclusive; . = no result given; [ ] = dose if it differs, or a comment. Unless noted, calls follow the shape of the dose curve; as a rule, active = well fitted curve in the direction sought with a large enough effect; inconclusive = small, poorly fitted or top-dose-only effect, or another doubt; inactive = no such curve, though single readings can be large; an effect the other way counts as inactive or inconclusive.
# The opening two compounds (preview)
SMILES,ERG-DNA inh,G9a inh,GLS inh,RGS4 inh,PI4K2A block,ALOX12 inh,BAZ2B inh,HP1b binding inh,JMJD2A Tudor inh
COc1ccc(C2OC(=O)CC2C(=O)NCc2ccc(C)cc2)cc1OC (stereo not drawn),1%,-9%,1%,16%,4,-1%,3%,24%,-11%
COc1cccc(-c2nnc3sc(-c4cccs4)nn23)c1,-5%,?,-18%,-39%,2,0%,-5%,51%[activator],-14%

# The whole of this part, from the start:
SMILES,ERG-DNA inh,G9a inh,GLS inh,RGS4 inh,PI4K2A block,ALOX12 inh,BAZ2B inh,HP1b binding inh,JMJD2A Tudor inh
COc1ccc(C2OC(=O)CC2C(=O)NCc2ccc(C)cc2)cc1OC (stereo not drawn),1%,-9%,1%,16%,4,-1%,3%,24%,-11%
COc1cccc(-c2nnc3sc(-c4cccs4)nn23)c1,-5%,?,-18%,-39%,2,0%,-5%,51%[activator],-14%
CCN(c1ccccc1)S(=O)(=O)c1ccc(Cl)c(NC(=O)CN2CCN(C)CC2)c1,2%,?,-1%,6%,-2,?,-23%,24%,-16%
COCCCNC(=O)c1cc(Sc2ccc(F)cc2)nc2ccccc12,4%,27%[59 µM],-9%,-2%,-3,10%,-2%,25%,-7%
Cc1cc(C(=O)O[C@H]2[C@H](C)NS(=O)(=O)[C@H]3C[C@@H]4C=C[C@]23O4)cc([N+](=O)[O-])c1,-12%,5%[2.33 µM],0%,0%,-1,-1%,2%,48%[activator],-6%
CCc1ccc(OCC(=O)NNC(=S)NC(=O)C2CCCCC2)c(Br)c1,5%,?,16%,?,-2,7.9µM*,-12%,9%,?
C/C(=N\NC(N)=O)C1(C)CCCCC1,-5%,14%,0%,-18%,3,1%,9%,23%,-2%
CN(C(=O)c1cccc(NC(=O)Cc2ccc(NC(=O)C3CCN(C(=O)C4CC4)CC3)cc2)c1)C1CCC1,-9%,.,2%,-15%,-1,9%,.,44%[activator],-17%
O=C(NCCN1CCN(c2ccccc2F)CC1)c1ccc2nc3ccccc3c(=O)n2c1,-6%,15%,-3%,0%,0,-1%,-1%,62%[activator],-1%
C/C(=N\NC(=O)c1cccc2ccccc12)c1cccs1,-9%,63%[activator],-6%,-33%,-5,-19%,1%,29%,-5%
Cc1cc(C(=O)N/N=C/c2ccc(O)c([N+](=O)[O-])c2)n[nH]1,-5%,38%[activator][59 µM],3%,-14%,0,-8%,2%,30%,-7%
CC(NC(=O)NC(=O)c1ccc(Cl)cc1Cl)C1CC1 (stereo not drawn),1%,11%,-2%,-15%,-3,6%,-11%,-10%,-26%
Cc1ccc(C)c(NC(=O)Cn2ccn(-c3ccc4c(c3)OCO4)c(=O)c2=O)c1,2%,4%,0%,-5%,1,11%,-5%,47%[activator],-1%
Cc1nn(Cc2cccc(F)c2)c(C)c1NC(=O)c1c([N+](=O)[O-])c(C)nn1C,-7%,10%[59 µM],-3%,14%,8,10%,7%,22%,-16%
CCCCCCNS(=O)(=O)c1ccc(OC)c(OC)c1,-6%,-29%,3%,14%,2,0%,5%,20%,2%
COCCN(C(=O)COC(=O)C1CC1)c1c(N)n(Cc2ccccc2)c(=O)[nH]c1=O,1%,16%,-1%,-39%,0,-15%,6%,27%,0%
N#CC1=C(N)Oc2cc(Nc3ccccc3)ccc2C1c1ccncc1 (stereo not drawn),4%,.,18%,-2%,17,3%,?,-24%,79µM*
CCOc1ccccc1CN1CCNC(=O)C1CC(=O)N(C)C1CCOCC1 (stereo not drawn),5%,?,-2%,7%,-2,11%,-10%,31%,-6%
COc1ccccc1/C=N/NC(=O)c1nnn(-c2nonc2N)c1-c1cccs1,13%,13%,-3%,-25%,-2,.,5%[57.1 µM],16%[57 µM],-27%
COC(=O)[C@@]1(Cc2ccccc2)[C@H]2C(=O)N(Cc3ccccc3)C(=O)[C@H]2[C@H]2CN=C(SCC(=O)c3ccccc3)N21,20%,.,-2%,-38%,-2,0%,.,10%,?
COc1ccc(C(=O)NC2CC2)cc1OC1CCN(Cc2cc(C)cc(C)c2)CC1,4%,.,0%,2%,2,-5%,-4%,10%,-15%
O=C(NC1CCCC1)c1ccc(CSc2nc3cccnc3n2Cc2ccccc2F)cc1,0%,?,-6%,9%,-3,-21%,-7%,23%,-20%
NC(=O)CSc1nc2cccnc2n1-c1ccc(F)cc1,7%,33%,2%,2%,-22,0%,6%,40%[activator],-9%
Cc1ccsc1/C=C1\SC(N)=NC1=O,6%,9%,-6%,-33%,3,-22%,-5%[57.1 µM],26%,-10%
O=C(Cc1c(F)cccc1Cl)NNC(=O)Nc1ccc2c(c1)OCO2,5%,-2%,7%,-4%,4,i,2%,25%,-1%
O=C(C1CCN(S(=O)(=O)c2ccc(Br)s2)CC1)N1CCN(c2cccc(C(F)(F)F)c2)CC1,10%,-38%[59 µM],-8%,11%,3,-19%,-8%,25%,-13%
COc1ccc(-n2cc(-c3ccccc3)[n+]3c2CCCCC3)cc1,-4%,-4%,0%,12%,-4,4%,2%,-9%,-17%
O=C(Nc1nnc(C2CC2)s1)c1cc([N+](=O)[O-])ccc1N1CCCCC1,-4%,-15%[59 µM],-5%,-25%,3,-16%,-37%,-5%,?
COC(=O)c1cccc(C23CC4(C2)[C@H](CN(Cc2cccnc2)[C@@H]4c2ccccc2)C3c2ccc(Cl)nc2)c1 (stereo partly drawn),11%,-21%[59 µM],1%,-10%,2,-7%,-29%,14%,-30%
CCNc1nc(NC(C)C)nc(NS(=O)(=O)c2ccc(Cl)cc2)n1,-3%,-4%,6%,4%,-3,?,0%,30%,-13%
N#CCc1c(C#N)c(N)nc(N2CCN(S(=O)(=O)c3ccccc3F)CC2)c1C#N,18%,-1%,21%,-51%,1,?,-37%,44%[activator],-5%
Cc1[nH]c2ccccc2c1C(=O)NS(=O)(=O)Nc1ccccc1,9%[15.4 µM],?,23%,-4%,-7,1%,-18%,32%,-7%
Cc1nn(-c2ccccc2)c2nc(N)c(C#N)c(-c3ccc(O)c(O)c3)c12,-10%,?,18%,-17%,0,32µM*,?,11%,?
Cc1cccc(N2CCN(C(=O)CN(C)S(=O)(=O)c3ccc4c(c3)CCC(=O)N4)CC2)c1C,-3%,-5%,3%,-5%,-6,-12%,-2%,30%,-19%
COc1ccc(-n2c(Cc3cccn3C)nnc2SCC(=O)Nc2cccc(C)c2C)cc1,-5%,45µM*,2%,-26%,1,498%[activator],?,15%,?
COc1cc2c(cc1OC)C(c1ccc(Cl)cc1)N(c1ccc(C)c(F)c1)C(=O)C2 (stereo not drawn),-1%,-22%[59 µM],12%,-5%,-3,-23%,-34%,3%,?
COc1ccc2c(c1)sc1ncc(C(=O)NCc3ccc(OC(C)C)cc3)c(=O)n12,-3%,8%[59 µM],1%,-7%,-2,1%,0%,26%,-6%
CC(=O)Nc1ccc(S(=O)(=O)Nc2nc3ccccc3nc2-n2ccc(=NC(=O)c3ccccc3)cc2)cc1,-5%,1%,12%,-32%,-17,?,?,-13%,-27%
CN(C)S(=O)(=O)c1cccc(C(=O)N2CCN(Cc3ccccc3)CC2)c1,7%,6%[59 µM],-10%,5%,2,?,.,52%[activator],-10%
Nc1ccc(S(=O)(=O)NC2(C(F)(F)F)NC(=O)N(c3ccccc3Cl)C2=O)cc1 (stereo not drawn),-5%,-7%[59 µM],-8%,-4%,-6,17%,7%,39%[activator],-12%[57.1 µM]
COC(=O)Cn1nc(-c2ccccc2)c2cc(Cl)ccc21,3%,20%[12.7 µM],11%,21%,-1,2%,42%[activator],62%[activator],42%[activator]
COc1ccc(N2CCN(CCCNC(=O)C(=O)c3c(C)[nH]c4ccccc34)CC2)cc1,8%,-1%[0.0925 µM],20%,1%,-1,-11%,28µM*,?,45µM*
CCOC(=O)c1ccc(Nc2c(CC)c(C)nc3ncnn23)cc1,0%,-1%[59 µM],-2%,30%,3,19%,10%,21%,-4%
O=C(CSc1nc2nn(-c3ccccc3)c(=O)c-2c2n1CCCCC2)c1ccc(OC(F)F)cc1,2%,.,1%,4%,3,3%,.,18%,-32%
Cc1cc(NC(=O)CCCN2C(=O)/C(=C\c3cccs3)SC2=S)no1,5%,-8%,4%,-20%,-2,-2%,-4%,4%,-11%

# A portion of the library. The share of hits here may be higher or lower than overall.
